14-3-3g Raf: 14-3-3 gamma protein interaction modulation. 160,000 tested, 0.19% active. P61981. FP, 14-3-3gamma / TMR-pS259-Raf peptide binding. inhibition, % at 40 µM. AID 422; in the data active = inhibition above about 30%;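 also: 0% = protein plus tracer without compound and 100% = blank with tracer alone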
Target sequence (P61981 whole entry, looked up): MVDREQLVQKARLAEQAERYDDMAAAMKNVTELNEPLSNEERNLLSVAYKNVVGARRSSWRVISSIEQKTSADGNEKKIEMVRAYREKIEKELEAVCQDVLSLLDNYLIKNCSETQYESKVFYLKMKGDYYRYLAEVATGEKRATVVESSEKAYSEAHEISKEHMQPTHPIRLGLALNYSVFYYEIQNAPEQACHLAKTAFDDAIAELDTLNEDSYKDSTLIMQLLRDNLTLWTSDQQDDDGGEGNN
* = called active by the depositor; & = joins results of further samples. These rows are one share of the data (hit frequency here may not be typical).

SMILES	14-3-3g Raf
Cc1[nH]c2ccccc2c(=O)c1CN(C)Cc1ccccc1	-2&3
CCc1nc(SCC(=O)N2CCCc3ccccc32)c2c(=O)n(C)c(=O)n(C)c2n1	6
Cc1nnc(Sc2nc3ccccc3o2)c2ccccc12	-1
Cc1ccc(S(=O)(=O)NC(=NCC(=O)O)c2ccc(F)cc2)cc1	-1
Cc1cccn2c(=O)c3cc(C(=O)N4CCCc5ccccc54)n(C)c3nc12	-9
COc1cc(CN/C(C)=C(\C#N)C(N)=O)cc(OC)c1OC	1
O=C(CN(Cc1ccccc1)S(=O)(=O)c1ccc(Br)cc1)NCc1ccncc1	-2
COc1ccc(C2/C(=C(/O)c3ccccc3)C(=O)C(=O)N2CC(C)O)c(OC)c1 (stereo unspecified)	-2
O=C1Nc2ccccc2C1=Nc1ccc2c(c1)oc1ccccc12	-3
CCCCC(=O)Nc1ccc(C(=O)Nc2ccc3c(c2)OCO3)cc1	-8
CCOC(=O)CN(C(=O)CNC(=O)c1ccco1)C(C(=O)NC1CCCCC1)c1cccc(OC)c1 (stereo unspecified)	-4
NC(=O)CSC1=Nc2ccccc2C2=NC(CCC(=O)NCc3ccc4c(c3)OCO4)C(=O)N12 (stereo unspecified)	-6
CC1(C)Cc2nc3nc(SCC(=O)c4ccc(Cl)cc4)n(-c4ccccc4)c(=O)c3cc2CO1	-6
O=C(Nc1ccncc1)c1ccccc1Br	0
COc1ccc(-c2csc(Nc3ccc(C)c(Cl)c3)n2)cc1F	-6
CN(C)CCCN1C(=O)C(O)=C(C(=O)c2cc3ccccc3o2)C1c1ccccc1 (stereo unspecified)	5
O=C(CCn1cccc1)NCc1ccc(Cl)cc1	-10
CCCN1C(=O)CN(C2CCC(C)CC2)C(=O)C1c1ccc(OC(C)C)c(OC)c1 (stereo unspecified)	-9
O=C(CCS(=O)(=O)c1ccc(Br)s1)NCc1cccs1	1
CC1=NN(C(=O)CCc2ccccc2)C(O)(c2ccccc2)C1 (stereo unspecified)	4
COc1ccc(C(=O)COC(=O)C2C3CCC(C3)C2C(=O)c2ccccc2)cc1 (stereo unspecified)	-11
CCCCN(CCCC)C(=O)CCS(=O)(=O)c1ccc2c(c1)n(C)c(=O)c(=O)n2C	1
Nc1nc2ccccc2c(=O)[nH]1	1
Cn1cc(C(=O)NC2CCCCC2)c(=O)c2cc(S(=O)(=O)N3CCCC3)ccc21	-7
N#CC1=C(SCC(=O)c2ccc(Cl)cc2)NC2=C(C(=O)CCC2)C1c1ccco1 (stereo unspecified)	-10
CCCCNC(=O)c1cc(Sc2ccc(OCC)cc2)nc2ccccc12	-4
COc1ccc(C=Nc2ccc(C)c(C)c2)cc1O	-3
O=C(C1CC1)N1CCN=C1SCc1cccc(C(F)(F)F)c1	-6&-8
Cc1nc(-c2cn[nH]c2)c2cc(C)oc2n1	-5
Cc1cccc(Nc2cc(C)c(C#N)c3nc4ccccc4n23)c1	-50
COc1ccccc1NC(=O)C1=C(C)NC(=O)NC1c1ccc(C)cc1 (stereo unspecified)	1
CC1CC(C)(C)CC2(C1)NC(=O)N(CC(=O)NCC(c1ccco1)N1CCCCC1)C2=O (stereo unspecified)	-2
Cc1cc(NC(=O)CSc2nnc(-c3cccs3)o2)no1	-2
N#CSC(C#N)Cc1ccc(Cl)cc1 (stereo unspecified)	12
O=C(c1ccco1)N1CCCN(S(=O)(=O)c2ccc(Br)cc2)CC1	4
COC(=O)C1=C(C)NC2=C(C(=O)CC(c3ccccc3Cl)C2)C1c1cc(OC)c(OC)c(OC)c1 (stereo unspecified)	-5
CCN1C(=O)c2cccc3c(S(=O)(=O)Nc4ccccc4C(F)(F)F)ccc1c23	-22
O=c1c2cc3c(cc2nc(SCc2cccc(F)c2)n1Cc1ccco1)OCO3	-3
COc1cccc(C(=O)COc2ccccc2N2C(=O)C3CCC(C)CC3C2=O)c1 (stereo unspecified)	-8
COc1cc(Br)cc(C=Nc2cccc(-c3nc4ccc(C)cc4o3)c2)c1O	-73
Cc1ccc(C(=O)Nc2ccc(S(=O)(=O)N3CCc4ccccc43)cc2)cc1	-107
Fc1ccccc1Cn1nnc2c(NCc3ccccn3)ncnc21	-7
Cc1nnc(N2C(=O)C(O)=C(C(=O)c3cccs3)C2c2cccc(Oc3ccccc3)c2)s1 (stereo unspecified)	-44
COc1cc(OC)cc(C(=O)Nc2cccc(Oc3ccc(C(=O)O)c(C(=O)O)c3)c2)c1	-13
O=C(O)c1ccc(S(=O)(=O)c2ccc3c(c2)C(=O)N(c2ccccc2O)C3=O)cc1	3
CCCCC(CC)CNS(=O)(=O)c1ccc2c(c1)CCN2C(C)=O (stereo unspecified)	-12
c1ccc2c(c1)OCC(CNCC1COc3ccccc3O1)O2 (stereo unspecified)	-3
Cc1ccc(CC2C(=O)N(c3ncccn3)C(=O)C2C)cc1 (stereo unspecified)	-1&2
Cc1cc(NC(=O)c2cc(Cl)ccc2Cl)no1	-3
Cn1c(Sc2cnn(-c3ccccc3)c(=O)c2Br)nnc1-c1ccccc1	2
Later entries:
SMILES	14-3-3g Raf
c1ccc2c3c([nH]c2c1)CCCC3	8
CC(CC1CC(C)(C)OC1=O)C(=O)Nc1nncs1 (stereo unspecified)	4
Cc1cc(C)n(-c2nc(C)nc3c2cnn3-c2ccccc2)n1	-4
O=[N+]([O-])c1cccc2[nH]cnc12	-5
COCCn1c(SCC(=O)N2CCc3ccccc32)nc2c(c1=O)SC(C)C2 (stereo unspecified)	7
Cc1ccc(-c2nnc(SC(C)C#N)n2N)cc1 (stereo unspecified)	-4
COc1cc(C2C(C(=O)OC(C)C)=C(C)NC3=C2C(=O)CC(c2ccccc2)C3)cc(Cl)c1O (stereo unspecified)	-2
COc1cc2c(OC)cccc2cc1C(=O)O	-2
CCC(=Cc1ccccc1)CN1CCCCC1	-11
O=C(CN1C(=O)CSc2ccc(S(=O)(=O)N3CCCC3)cc21)NCCN1CCCC1	0
O=c1[nH]ncn2cccc12	-9
NC(=O)C1CCN(C(=O)CSCc2ccccc2Cl)CC1	-2
CCc1ccccc1N(C)C(=O)Cc1c(C(=O)O)[nH]c2ccccc12	-16
Cc1sc2ncnc(SCC(=O)NCc3ccco3)c2c1C	-70
CN(C)c1ccc(C2SCCN2C(=O)c2ccc([N+](=O)[O-])cc2)cc1 (stereo unspecified)	5
COC(=O)c1c(-c2cccc(OC)c2)csc1N	-42
COC(=O)c1ccc(C=Nc2cc(-c3nc4cc(C)ccc4o3)ccc2OC)cc1	-42
Cc1ccc(N2C(=O)CC(N3CCN(c4nc5ccccc5s4)CC3)C2=O)c(C)c1 (stereo unspecified)	-4
CCOCc1ccc2c(c1)C1c3ccccc3C2c2ccccc21	-5
CCc1c(C)sc(NC(=O)CCCn2nc([N+](=O)[O-])c(Cl)c2C)c1C#N	-1
CC1=C(CC(=O)O)c2cc(F)ccc2/C1=C\c1ccc(S(C)=O)cc1 (stereo unspecified)	-3
COCC1=C(C(=O)OC)C(c2cc(OC)ccc2OC)n2nnnc2N1 (stereo unspecified)	3
O=C(Cn1nc(-c2ccccc2)c2ccccc2c1=O)Nc1cccnc1	-11
CS(=O)(=O)N1CCN(C(=O)c2ccccc2F)CC1	-8
CC(=O)NCCn1c(SCC#N)nc2ccccc2c1=O	-3&-5
COc1ccccc1CNC(=O)CN1CCN(Cc2ccc(Cl)cc2)C1=O	1
COC(=O)C1=C(C)NC(C)=C(C(=O)OC)C1c1ccccc1[N+](=O)[O-]	2&-2
COC(=O)/C=c1/s/c(=C(\C#N)C(=O)NCc2ccco2)n(-c2ccc(C)cc2)c1=O	-3
CC(=O)Nc1ccc(N=Cc2ccc(N(C)C)c([N+](=O)[O-])c2)cc1	-7
C=CCn1c(SCC(=O)NCCO)nc2sc3c(c2c1=O)CCCC3	-13
COc1cc(C2C(C(=O)c3ccccc3)N3c4ccc(Cl)cc4C=CC3C2(C#N)C#N)cc(OC)c1OC (stereo unspecified)	-107
CCc1ccccc1NC(=O)c1ccc(NCc2ccc(F)cc2)c([N+](=O)[O-])c1	-3
COc1ccc(C(=O)Nc2cc(C)cc3nn(-c4ccccc4)nc23)cc1Cl	-7
O=C(O)CNCc1ccccc1	0
CC(=O)c1ccc2c(c1)C1C=CCC1C(c1ccncc1)N2 (stereo unspecified)	-61
COc1ccc2cc3cc(C(=O)Nc4ccc5c(c4)OCCO5)oc3nc2c1	-8&-7
CCC(C)Nc1nc2c(c(=O)[nH]c(=O)n2C)n1Cc1cccc(C)c1 (stereo unspecified)	-11
CN1CCN(CCCNC(=O)C2CCN(c3nnc(-n4cccc4)s3)CC2)CC1	-15
CN(C)CCNC(=O)c1ccc2c(c1)N(Cc1ccc(F)cc1)CCS2	-4
CCOc1cc(C)c(C(C)C)cc1S(=O)(=O)N1CCOCC1	-8
Nc1ccc2c(c1)C(=O)N(CCCC(=O)O)C2=O	3&-5
O=C1CN(C(=O)Cc2ccccc2)C(c2ccc(F)cc2)c2cc(Br)ccc2N1 (stereo unspecified)	-6
Cc1cc(C)c(C)c(S(=O)(=O)NCC(=O)N2CCCC2)c1C	-6
Cc1sc2ncnc(NCC3(c4ccccc4)CCCC3)c2c1C	-2
O=C(NCc1ccc(F)cc1)c1cccc(N2CCCC2=O)c1	0
CC(=O)NC(CCS(C)(=O)=O)C(=O)Nc1ccc(C)c(F)c1 (stereo unspecified)	-2&3
Cn1c(=O)cc(SCC(=O)N2CCOCC2)c2ccccc21	-3
COc1ccc(N2CCN(C(=O)N3CCOCC3)CC2)cc1	1
CCc1ccc(N2CSC3=C(C#N)C(c4cccs4)CC(=O)N3C2)cc1 (stereo unspecified)	-2
Cc1cc2c(c(N)n1)C(=O)NC2=O	3
Next records:
SMILES	14-3-3g Raf
O=C(O)C1C2C=CC(C2)C1C(=O)OC1CC2CCC1C2 (stereo unspecified)	1
COc1ccc(NC(=O)c2noc3c2CC(C(C)(C)C)CC3)cc1OC (stereo unspecified)	4
Cc1ccc(N2CCN(S(=O)(=O)c3ccc(F)c(C(=O)Nc4ccc(C)c(F)c4)c3)CC2C)cc1 (stereo unspecified)	4
O=C(Nc1ccccc1F)c1cccc([N+](=O)[O-])c1	-13
COC(=O)CSc1nc2ncc(Cl)cc2[nH]1	-7
Cc1ccc(OCC(=O)Nc2ccc(S(=O)(=O)Nc3onc(C)c3C)cc2)cc1	-7
COc1ccccc1OCC(=O)Nc1ncc(Cc2ccccc2Cl)s1	13
Cc1ccc(S(=O)(=O)NC(CC(=O)N(C)Cc2ccccc2)c2ccco2)cc1 (stereo unspecified)	3
Cc1ccc(-c2c3c(=O)n(C)c(=O)n(C)c3cn2N2CCOCC2)cc1	-3
O=c1[nH]c2ccccc2nc1C(=S)N1CCOCC1	-4
Cc1ccc(N2C(=O)C3C(c4cccc(Cl)c4)OC4(C(=O)c5ccccc5C4=O)C3C2=O)cc1 (stereo unspecified)	-4
CC(C)C1=CC23CCC4C(C)(C(=O)O)CCCC4(C)C2CC1C1C(=O)N(c2ccccc2)C(=O)C13 (stereo unspecified)	-7
CCn1c(SCC(=O)Nc2cc3oc4ccccc4c3cc2OC)nnc1-c1cccs1	3
O=C(Nc1cccc2ccccc12)c1cccc([N+](=O)[O-])c1	3
O=C(CSCc1ccc(F)cc1)NCc1ccco1	-8
COc1ccc(C2C(C(=O)Nc3ccc4c(c3)OCO4)c3ccccc3C(=O)N2C2CCCCC2)cc1 (stereo unspecified)	-5
COc1ccccc1CNC(=O)CCc1nc(-c2ccc(C)cc2)no1	-13
Cc1ccc(N2C(=O)c3ccc(Br)cc3C2=O)c(Cl)c1	-4
Cc1cc([S-])c2n(cn[n+]2Cc2ccccc2)n1	9
Cc1cc(C)c(NC(=O)C(C)Sc2nc3ccc(N)cc3s2)c(C)c1 (stereo unspecified)	2

Of the compounds above, 2 have a CF3 group:
SMILES	14-3-3g Raf
O=C(C1CC1)N1CCN=C1SCc1cccc(C(F)(F)F)c1	-6&-8
CCN1C(=O)c2cccc3c(S(=O)(=O)Nc4ccccc4C(F)(F)F)ccc1c23	-22

(further entries)
SMILES	14-3-3g Raf
O=C1OCCC1Sc1nc(-c2ccccc2)cs1 (stereo unspecified)	-2
O=c1oc(C=Cc2cccc([N+](=O)[O-])c2)nc2ccc(Br)cc12	0
Cc1ccc(N2C(=O)Nc3ccc(Br)cc3C2(O)C(=O)NCc2ccc(F)cc2)cc1C (stereo unspecified)	-1
Cc1ccc(C(N)=O)cc1S(=O)(=O)Nc1cccc(C)c1C	-3
Cc1ccccc1N1C(=O)CSC1=O	3
CCOC(=O)c1ccccc1Nc1nc(-c2ccccc2F)nc2ccccc12	1
CCN(C(=O)COC(=O)c1cc(C)n(-c2ccc(F)cc2)c1C)C1CCS(=O)(=O)C1 (stereo unspecified)	-3
CC(C)(C)C1CCc2c(sc3nc(-c4ccccn4)[nH]c(=O)c23)C1 (stereo unspecified)	-79
O=C(Nc1ccc(S(=O)(=O)c2ccc(NC(=O)c3ccco3)cc2)cc1)c1ccco1	-6

Structural class, those above containing a Cl atom
SMILES	14-3-3g Raf
CC1(C)Cc2nc3nc(SCC(=O)c4ccc(Cl)cc4)n(-c4ccccc4)c(=O)c3cc2CO1	-6
COc1ccc(-c2csc(Nc3ccc(C)c(Cl)c3)n2)cc1F	-6
O=C(CCn1cccc1)NCc1ccc(Cl)cc1	-10
N#CC1=C(SCC(=O)c2ccc(Cl)cc2)NC2=C(C(=O)CCC2)C1c1ccco1 (stereo unspecified)	-10
N#CSC(C#N)Cc1ccc(Cl)cc1 (stereo unspecified)	12
COC(=O)C1=C(C)NC2=C(C(=O)CC(c3ccccc3Cl)C2)C1c1cc(OC)c(OC)c(OC)c1 (stereo unspecified)	-5
Cc1cc(NC(=O)c2cc(Cl)ccc2Cl)no1	-3
COc1cc(C2C(C(=O)OC(C)C)=C(C)NC3=C2C(=O)CC(c2ccccc2)C3)cc(Cl)c1O (stereo unspecified)	-2
NC(=O)C1CCN(C(=O)CSCc2ccccc2Cl)CC1	-2
CCc1c(C)sc(NC(=O)CCCn2nc([N+](=O)[O-])c(Cl)c2C)c1C#N	-1
COc1ccccc1CNC(=O)CN1CCN(Cc2ccc(Cl)cc2)C1=O	1
COc1cc(C2C(C(=O)c3ccccc3)N3c4ccc(Cl)cc4C=CC3C2(C#N)C#N)cc(OC)c1OC (stereo unspecified)	-107
COc1ccc(C(=O)Nc2cc(C)cc3nn(-c4ccccc4)nc23)cc1Cl	-7
COC(=O)CSc1nc2ncc(Cl)cc2[nH]1	-7
COc1ccccc1OCC(=O)Nc1ncc(Cc2ccccc2Cl)s1	13
Cc1ccc(N2C(=O)C3C(c4cccc(Cl)c4)OC4(C(=O)c5ccccc5C4=O)C3C2=O)cc1 (stereo unspecified)	-4
Cc1ccc(N2C(=O)c3ccc(Br)cc3C2=O)c(Cl)c1	-4
